From PubChem BioAssay
Lipid storage S3: qHTS Assay for Lipid Storage Modulators in Drosophila S3 Cells; lipid storage change, negative = inhibition, % at the top dose, mostly 46.1 µM; hits show Potency in µM; AID 2685; Drosophila S3 cells, BODIPY lipid droplet fluorescence, 18-24 h; cells fed with added oleic acid; 320,000 compounds, 0.64% hits; active = well fitted inhibition curve with a large enough effect in the signal ratio, with a control signal flat, not every such curve was filed as active; inconclusive = small, poorly fitted or top-dose-only effect, or effect the other way, or a change in a side signal; the % refers to the signal ratio
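Drosophila S3 cells loaded with oleic acid (400 uM, as added) and compounds at several concentrations; lipid droplets imaged by 488-nm laser-scanning cytometry, 500–530 nm intensity and object ratio to cell channel. Percent activity normalized to 20 uM Triacsin C.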
Lipid storage S3 cell count max: recorded beside Lipid storage S3, whose call it bears; cell number change, %; measured here: cell count max response;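 cells counted by Cell Tracker Red CMTPX staining in the red channel; peak over a dose series mostly up to 46.1 µM; percent activity relative to internal control wells on each plate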
The depositor's hits bear a star; i = inactive; ? = inconclusive; . = no result given. % is set by controls: 0 for no effect and ±100 for the full control effect; potency is the fitted concentration of half-maximal effect. An excerpt; the hit share may differ from the screen's.

| canonical_smiles | Lipid storage S3 | Lipid storage S3 cell count max |
| --- | --- | --- |
| CCOC(=O)c1cnc2ccc(C(=O)OC)cc2c1NCCCN1CCOCC1 | ? | . |
| CCOC(=O)c1cnc(SC)nc1Sc1ccc(Cl)cc1Cl | ? | . |
| CC(NS(=O)(=O)OCC(Cl)(Cl)Cl)c1ccc(C(C)(C)C)cc1 (centres undefined) | ? | . |
| Cc1cccc(C(=O)c2c(N)sc3c2CCC(C)C3)c1 (centres undefined) | 5.0% | -5.7 |
| O=C(N/N=C\c1cc(Cl)ccc1O)c1ccc(S(=O)(=O)N2CCCCC2)cc1 | ? | . |
| COc1ccc(-c2cc(C)no2)cc1S(=O)(=O)N1CCN(C(=O)c2ccco2)CC1 | ? | . |
| Cc1cc(=O)[nH]c(SCc2cccc(F)c2)n1 | ? | . |
| CC1CCCN(S(=O)(=O)c2ccc(C(=O)Nc3nnc(C4=COCCO4)o3)cc2)C1 (centres undefined) | ? | . |
| O=C(NC1C2CC3CC(C2)CC1C3)C1CCCCC1 (centres undefined) | ? | . |
| CCOc1ccc2nc(SCC(=O)N3CCCCCC3)c(C#N)cc2c1 | ? | . |
| Nc1nc(-c2ccc(Cl)cc2)nnc1-c1ccc(Br)cc1 | 28.0% | 0.1 |
| CCOC(=O)C(NC(=O)CC)(Nc1nc2c(s1)CCCC2)C(F)(F)F (centres undefined) | -20.8% | -14.2 |
| COc1ccc2c(Cl)c(C(=O)NCCCn3ccnc3)sc2c1 | ? | . |
| Cc1cccc(C)c1NC(=O)COc1ccccc1C(=O)Nc1ccc(Br)cn1 | 6.1% | 2.5 |
| COc1cc(/C=C/c2noc(-c3ccccc3O)n2)ccc1OC(C)=O | -2.0% | 8.4 |
| S=C(c1ccc(-c2ccc(Cl)c(Cl)c2)o1)N1CCOCC1 | ? | . |
| Cc1nnc(SC(C)C#N)n1-c1ccccc1 (centres undefined) | i | . |
| CC(C)CN1CCN(Cc2ccc(C#CC(C)(C)O)cc2)CC1CCO (centres undefined) | 6.7% | 11.9 |
| Cc1ccc(NC(=O)C2CCN(S(=O)(=O)c3ccc4c(c3)NC(=O)C(C)S4)CC2)c(C)c1 (centres undefined) | i | -14.2 |
| COc1ccccc1N1CCN(C(=O)c2oc3cc(C)cc(C)c3c2C)CC1 | -15.2% | -11.4 |
| Cc1cc(C)n2cc(COc3ccccc3)nc2n1 | ? | . |
| COc1cccc(NC(=O)c2cccs2)c1 | ? | . |
| COc1ccc(S(=O)(=O)N2CCC(C(=O)Nc3cccc(Cl)c3)CC2)cc1OC | ? | . |
| COc1ccc(/C=N/NC(=O)c2ccc[nH]2)cc1 | 9.0% | -5.9 |
| CCN(CC)c1nc(SCC(=O)O)nc(N(CC)CC)n1 | i | . |
| Cc1c(O)c(S(=O)c2ccccc2)c(=O)n(-c2ccccc2)c1-c1ccccc1 (centres undefined) | i | -0.6 |
| CCCS(=O)(=O)N1CCC(C(=O)NCCCN(C)Cc2ccccc2)CC1 | ? | . |
| CNCc1ccccc1OCc1ccc(F)cc1 | ? | . |
| CCCCOc1ccc(/C=C/C2=CC(C)(C)NC(=S)N2)cc1OCC | 2.2% | -4.7 |
| Cc1c(NC(=O)c2cccs2)cccc1-c1nc2ccccc2s1 | -21.6% | -12.8 |
| CN1CCC(OC(=O)Cc2ccc(Cl)cc2)CC1 | ? | . |
| CC(=O)Nc1ccc(S(=O)(=O)N2CCC(c3nc4ccc(C)cc4[nH]3)CC2)cc1 | ? | . |
| O=C(Nc1ccc(F)cc1)c1ccc2nc[nH]c2c1 | ? | . |
| CN1CN(C)c2cccc3cccc1c23 | 6.4% | -2.9 |
| CN(C(=O)CN1C(=O)c2ccccc2S1(=O)=O)c1ccccc1C(=O)O | -29.3% | -1.1 |
| N#CCCn1cc(/C=N/O)c(-c2ccc(-c3ccccc3)cc2)n1 | 3.6% | -1.9 |
| CCn1c(SCC(=O)Nc2ccc(Cl)cc2)nnc1C1CC1 | 12.3% | 7.6 |
| Cn1c(N)c(C(=O)COC(=O)COc2ccc(Cl)cc2)c(=O)n(C)c1=O | ? | . |
| C#CCOCCOCCOCCNc1nc(N2CCN(C(=O)[C@H](CCC(=O)O)n3cc(C(N)CC(C)C)nn3)CC2)nc(N2CCN(C(=O)[C@H](Cc3ccc(O)cc3)n3cc(C(N)[C@H](C)CC)nn3)CC2)n1 (some centres undefined) | ? | . |
| CCSCc1nc(N)nc(NCCc2ccccc2)n1 | 27.4% | 21.2 |
| CC(=O)C1=C(O)C(=O)N(c2ccc(Br)cn2)C1c1ccccc1[N+](=O)[O-] (centres undefined) | i | 1.8 |
| COc1ccc(CC(=O)Nc2ccc(N3CCOCC3)cc2)cc1S(=O)(=O)N1CCOCC1 | -5.2% | -8.6 |
| COc1ccc(C)cc1NC(=S)N1CCN(c2ccccn2)CC1 | -6.2% | -9.1 |
| CC1CCC2(CC1)NC(=O)N(CC(=O)c1cn(CCC#N)c3ccccc13)C2=O (centres undefined) | 2.2% | 11.5 |
| CCn1cc(C(=O)Nc2ccccc2)c(=O)c2ccc(C)nc21 | ? | . |
| Cn1c(=O)c2c(SCC(=O)N3CCOCC3)nc(C3CC3)nc2n(C)c1=O | 13.3% | 6.5 |
| COc1cccc(NC(=O)Cc2ccccc2)c1 | ? | . |
| N#Cc1cc(-c2ccccc2)oc1NC(=O)c1ccccc1 | ? | . |
| Cc1cc(C)c(C)c(S(=O)(=O)N2CCN(C)CC2)c1C | 5.8% | 7.2 |
| CN(c1nc2c(c(=O)n(C)c(=O)n2C)n1CC(=O)c1ccccc1)C1CCCCC1 | 15.6% | -17.2 |
| CC(=O)c1ccc(NC(=O)COC(=O)CCc2ccc(S(=O)(=O)N3CCOCC3)cc2)cc1 | -3.5% | 16.9 |
| COC(=O)Cn1cc(C#N)c2ccccc21 | 0.9% | -8.1 |
| COC(=O)c1ccc(OCCOc2ccccc2C)cc1 | ? | . |
| Cc1cc(C(=O)OC(C(=O)Nc2cccc(C(F)(F)F)c2)c2ccccc2)c(C)o1 (centres undefined) | 11.2% | -0.9 |
| Cc1ccc(C(=O)OCC(=O)NC2CCCCC2)cc1S(=O)(=O)N1CCCCC1 | 15.5% | -1.1 |
| COc1cnn(-c2ccc(C)cc2)c(=O)c1Cl | ? | . |
| COc1ccccc1-c1ccc(/C=C2/C=C(CC(C)C)OC2=O)o1 | ? | . |
| CCOC(=O)C1=C(C)Nc2ccccc2N=C1NC(=O)C(c1ccccc1)c1ccccc1 | ? | . |
| CCCc1cc(=O)[nH]c(SCC(=O)c2c(N)n(C3CC3)c(=O)[nH]c2=O)n1 | ? | . |
| COc1ccc(-c2noc(CN3CCN(C(=O)c4cccs4)CC3)n2)c(OC)c1OC | i | -11.3 |

New compounds follow:
| canonical_smiles | Lipid storage S3 | Lipid storage S3 cell count max |
| --- | --- | --- |
| Cc1ccc(-c2c(C)sc(=NC(=O)c3ccco3)n2C)cc1 | ? | . |
| O=C(c1cc(COc2ccc(F)c(F)c2)on1)N1CCSCC1 | -20.9% | 6.4 |
| COc1ccc(C(=O)Nc2cc(C)nn2-c2cccc(F)c2)cc1OC | 1.2% | 8.1 |
| O=C(NCCc1ccccc1)C(=O)NCCC1CCCCN1S(=O)(=O)c1ccccc1 (centres undefined) | ? | . |
| COCCn1c(C)cc(/C=N/NC(=O)c2cccnc2)c1C | 4.0% | . |
| CCCCN1C(=O)C2C(c3ccc(OC)cc3O)NC(CC(C)C)(C(=O)O)C2C1=O (centres undefined) | ? | . |
| CN(C(=O)c1ccccn1)c1nnc(-c2cccnc2)s1 | -4.5% | . |
| Cc1ccc2nc(NC(=S)NC(=O)c3cccs3)sc2c1 | ? | . |
| Cc1ccc(C(=O)O)cc1-c1ccc(/C=C2\SC(=O)N(CC(=O)Nc3ccc4c(c3)OCO4)C2=O)o1 | i | -21.8 |
| O=C1N(Cc2cccnc2)C[C@@H]2C[C@@H](c3cccc(OC4CCCC4)c3)N3CCC[C@@]123 | -14.2% | -7.5 |
| C=CCN(CC=C)C(=S)Nc1ccc2nsnc2c1 | i | . |
| O=C(NCCCN1CCCC1=O)c1ccc(Cl)c(Cl)c1 | 12.3% | 17.5 |
| COc1ccc(NC(=O)c2ccc3c(c2)OCO3)cc1 | ? | . |
| O=[N+]([O-])c1cccc(/C(=N/N=C/c2ccccc2Br)C23CN4CN(CN(C4)C2)C3)c1 | ? | . |
| CCOC(=O)C1CCN(C(=S)NC2CCCC2)CC1 | ? | . |
| COCC(=O)NC1(c2nnnn2CCOC(=O)Nc2ccc(Cl)cc2)CCCCC1 | 2.6% | 1.8 |
| CC(C(=O)NC1CCCC1)N(C(=O)CS(=O)CC(=O)Nc1ccc(F)cc1)c1ccc2c(c1)OCCO2 (centres undefined) | -9.5% | -1.4 |
| CCOC(=O)c1ccc(Nc2ncccc2[N+](=O)[O-])cc1 | i | -0.2 |
| CCOC(=O)c1ccccc1NC(=O)COC(=O)c1ccc(C)c(S(=O)(=O)N2CCOCC2)c1 | ? | . |
| Cc1ccc2[nH]c(=O)c(CN(Cc3ccco3)C(=O)c3cccs3)cc2c1 | 5.1% | -1.5 |
| O=C(CCSc1ccccc1)NCCSc1ccccn1 | -8.8% | 0.2 |
| O=C(NCC(c1ccco1)N1CCCCC1)c1cccc(S(=O)(=O)Nc2ccccc2Cl)c1 (centres undefined) | ? | . |
| COc1cccc(C(=O)Nc2ccc3c(c2)CCCN3C(=O)c2cccs2)c1OC | i | 8.3 |
| COc1cc(C(=O)OCC(=O)NC(=O)NC2CCCCC2)cc(Cl)c1OC | 29.0% | . |
| Cc1ccc(NNC(=O)C(=O)N2CCCCC2)cc1 | 13.1% | 7.8 |
| Cc1cc(C)c(NC(=S)N(CCCN2CCOCC2)Cc2cccnc2)c(C)c1 | 0.6% | 6.3 |
| Cc1nn(Cc2ccccc2)c(C)c1/C=N/NC(=O)c1ccncc1 | 15.6% | -0.9 |
| Cc1cc(C)c2sc(N(CCN(C)C)C(=O)c3c(F)cccc3F)nc2c1 | -0.7% | -23.8 |
| CCOC(=O)c1ccc(NC(=O)c2cn(-c3ccccc3)nc2-c2ccncc2)cc1 | ? | . |
| CN(CC(=O)Nc1cc(S(=O)(=O)N2CCOCC2)ccc1Cl)C1CCS(=O)(=O)C1 (centres undefined) | ? | . |
| Cc1cccc(NC(=O)CSc2ccc(-c3ccco3)nn2)c1C | -4.6% | -15.7 |
| COC(=O)C(NC(=O)c1ccco1)(Nc1nc(C)cs1)C(F)(F)F (centres undefined) | ? | . |
| CCc1c(C)c2cc(Cl)c(O)c(CN(C)C)c2oc1=O | ? | . |
| COC(=O)c1ccccc1NC(=O)N1CSC[C@H]1C(=O)OC | 5.4% | -1.3 |
| Cc1cc(-c2nn(-c3ccccc3F)cc2CN(C)CC(O)CO)c(C)s1 (centres undefined) | -5.9% | -8.1 |
| Cc1nc2sc(C(c3cccs3)N3CCC4(CC3)OCCO4)c(O)n2n1 (centres undefined) | -3.5% | -9.4 |

Among those listed so far, 3 have a CF3 group.
| canonical_smiles | Lipid storage S3 | Lipid storage S3 cell count max |
| --- | --- | --- |
| CCOC(=O)C(NC(=O)CC)(Nc1nc2c(s1)CCCC2)C(F)(F)F (centres undefined) | -20.8% | -14.2 |
| Cc1cc(C(=O)OC(C(=O)Nc2cccc(C(F)(F)F)c2)c2ccccc2)c(C)o1 (centres undefined) | 11.2% | -0.9 |
| COC(=O)C(NC(=O)c1ccco1)(Nc1nc(C)cs1)C(F)(F)F (centres undefined) | ? | . |

(further entries)
| canonical_smiles | Lipid storage S3 | Lipid storage S3 cell count max |
| --- | --- | --- |
| COc1ccccc1CCC(=O)NCCCn1ccc2ccccc21 | i | . |
| C/C(=N\NC(=O)COc1ccc(C(C)(C)C)cc1)c1ccc2c(c1)OCCO2 | -8.1% | -1.8 |
| CC1(C)CC(=O)c2cc(NC(=O)c3ccccc3)c(=O)oc2C1 | 3.3% | 6.1 |
| CC(=O)c1cccc(NC(=O)C(=O)c2cn(CC(=O)N3CCCCC3)c3ccccc23)c1 | -0.2% | 16.9 |
| CCOc1ccccc1NC(=O)CCS(=O)(=O)c1cccc2nonc12 | ? | . |
| COc1cccc(C(=O)NCCS(=O)(=O)NCc2cccnc2)c1 | ? | . |
| Cc1cc(OCC(=O)NNC(=S)NC(=O)c2ccc(Br)o2)ccc1Cl | i | 2.5 |
| CCC(=O)N1CCc2cc(Br)cc(S(=O)(=O)NCCCN(CC)Cc3ccccc3)c21 | ? | . |
| CC1(c2ccc3c(c2)OCCO3)NC(=O)N(CC(=O)c2ccc[nH]2)C1=O (centres undefined) | -16.4% | 2.7 |
| COC(=O)CCCCCCCCCC[N+]1(C)CCCCC1 | 7.2% | 12.8 |
| CN=C1S/C(=C\c2cc(C)n(-c3ccccc3F)c2C)C(=O)N1C | ? | . |
| CCOC(=O)[C@@H]1[C@H]2COc3ccccc3[C@H]2N2C(=O)N(c3ccc(Cl)cc3)C(=O)[C@]12C | 17.4% | 10.8 |
| COc1ccc(C(=O)CCC(=O)N2CCN(c3ccc(C)cc3)C(C)C2)cc1 (centres undefined) | ? | . |
| CCOc1ncccc1C(=O)NCCc1c[nH]c2ccccc12 | i | 19.2 |
| O=C(CCC(=O)c1cccs1)NC1CCCCCC1 | 7.8% | 14.1 |
| CN(C)S(=O)(=O)N1CCC(Oc2cccc(C(=O)NCCC3=CCCCC3)c2)CC1 | ? | . |
| CCNC(=S)N1CCC(Cc2ccccc2)CC1 | i | 24.3 |
| COC(=O)CCCC1=CC2=C(c3ccccc3)C(=O)C(C)(OC(=O)C3CCCC3)C(=O)C2=CN1CC(C)C (centres undefined) | ? | . |
| CCCCOc1cccc(C2/C(=C(\O)c3ccc4c(c3)OCCO4)C(=O)C(=O)N2CCN2CCOCC2)c1 (centres undefined) | i | 13.2 |
| Cc1ccc(-c2csc(N/N=C/c3ccco3)n2)cc1 | -8.9% | -17.9 |
| O=C(Nc1ccccc1Cl)NC1(C(=O)N2CCOCC2)CCCCC1 | -6.1% | 10.5 |
